Bioassay records from PubChem BioAssay.
RmlCD inh mix – inhibitors of RmlC and RmlD coupled enzymes | actives 0.39% (n = 110,000) | AID 1532 | RmlC/RmlD coupled enzyme inhibition, 384-well mixture HTS | inhibition, % at 5.5 µM; in the data active = inhibition above about 30%, passing the limit was not always enough; note: strong numbers were not always called active
RT RNaseH block – inhibitors of HIV-1 reverse transcriptase RNase H; inhibition, % at 10 µM; P04585; actives 1.9% (n = 65,000); RT-RNase H RNA/DNA duplex cleavage, fluorescence; in the data active = inhibition above about 50%
The depositor's hits bear a star; · = no result given.

SMILES | RmlCD inh mix | RT RNaseH block
O=[n+]1cc(-c2cc3ccccc3o2)n([O-])c2c1CCCC2 | 3 | -1
CCOC(=O)CC(NC(=O)c1ccco1)c1ccccc1Cl (centres undefined) | 7 | 1
CCCn1c(SCC(=O)c2ccc3c(c2)OCCO3)nnc1C(C)C | 12 | -22
CC(=O)N1CCc2cc(S(=O)(=O)CCC(=O)Nc3cccc(F)c3)ccc21 | 1 | -2
Cc1ccc(C2CC2C(=O)NNC(=S)Nc2ccc(Cl)cc2)cc1 (centres undefined) | -230 | ·
CC(Nc1nc(-c2ccc(Cl)cc2)cs1)c1nc2cc(Cl)c(N3CCCCC3)cc2n1CCOCCO (centres undefined) | 3 | ·
CCOC(=O)c1cnc(C(C)(C)C)[nH]c1=O | 6 | -5
CC1(C)CC(=O)C=C(N2CCNCC2)C1 | -3 | 1
COC(=O)c1ccccc1NC(=O)CSc1nnc(-c2cccc(NC(C)=O)c2)n1C | 7 | 9
CCCCSCCCNC(=O)Nc1cccc(OC)c1 | 4 | -55
c1ccc(-c2nnc(SCc3nc4ccccc4[nH]3)o2)cc1 | 6 | 11
O=C(O)c1ccc2nc(C(F)(F)F)[nH]c2c1 | 9 | 7
Cc1ccc2nc(Cl)c(CN(Cc3cccs3)C(=O)C3CC3)cc2c1 | -13 | ·
N#Cc1c2n(c3c(=O)[nH]cnc13)CCCC2 | -8 | -9
CC1=C(C(=O)Nc2ccccn2)C(c2ccc(Br)cc2)n2ncnc2N1 (centres undefined) | 9 | 6
CCOC(=O)C1CCCN(C(=O)c2cnn3c(C(F)F)cc(-c4ccc(C)cc4)nc23)C1 (centres undefined) | -9 | -6
CCOc1cc(C#N)c(NC(=O)c2ccnn2C)cc1OCC | -10 | -6
Cn1nnnc1SCC(=O)Nc1ccccc1-c1ccccc1 | 11 | -7
COc1ccc(S(=O)(=O)N2CCCC(C(=O)NCc3ccccn3)C2)cc1Cl (centres undefined) | 2 | 7
CC1(C)CC2(CCO1)OC(=O)CC2C(=O)Nc1cccc2ccccc12 (centres undefined) | 6 | ·
C/C=C(/C)C(=O)O[C@@H]1c2c(ccc3ccc(=O)oc23)O[C@@H]1C(C)(C)OC(C)=O | -19 | ·
Cc1nc2ccc(S(=O)(=O)NCC(=O)N3CCC(C)CC3)cc2s1 | -8 | -17
C/C(CC(=O)Nc1ccccc1Br)=N\NC(=O)C(=O)N1CCCC1 | 3 | ·
Cc1cccc(CN2CCN(CC(=O)O)C2=O)c1 | 10 | -2
CCC(C(=O)OCCN(CC)CC)c1ccccc1 (centres undefined) | -6 | -6

New compounds follow.
SMILES | RmlCD inh mix | RT RNaseH block
CS(=O)(=O)N(CC(=O)NCc1ccc2c(c1)OCO2)c1ccccc1 | -13 | -4
O=C(N/N=C1\CCCc2ccccc21)c1ccc([N+](=O)[O-])cc1Cl | -20 | ·
Fc1ccc(CCNCc2ccc(Cl)c(Cl)c2)cc1 | -13 | ·
CN(C)c1ccc(C2CC(=O)NC3=C2C(=O)CC(C)(C)C3)cc1 (centres undefined) | 4 | -7
COc1ccc(C(=N/O)/C(=N/O)c2ccc(OC)cc2)cc1 | 28 | 0
COc1cccc(CNC(=O)C2CCCN(S(C)(=O)=O)C2)c1 (centres undefined) | -6 | 3
COc1cccc(C(c2sc3ncnn3c2O)N2CCc3ccccc3C2)c1 (centres undefined) | 6 | 6
c1ccc2sc(C3CCCNC3)nc2c1 (centres undefined) | 3 | 3
O=C(CCCNS(=O)(=O)c1cccs1)N1CCc2ccccc2C1 | 1 | -16
Nc1nc(C(=O)N2CCOCC2)nn1S(=O)(=O)c1ccc(Cl)cc1 | -5 | -18
CC(C)C(=O)Nc1ncc2c(n1)CC(c1cccs1)CC2=O (centres undefined) | 45 | ·
Cc1cccc2nc(Cn3c(=O)n(CCC(=O)NCc4ccco4)c(=O)c4ccccc43)cc(=O)n12 | · | -15
COc1ccc(C2(CNC(=O)c3ccc(Br)o3)CCOCC2)cc1 | 9 | 32
CCSc1nnc(-c2cccs2)o1 | -1 | -9
C/C=C/C(=O)Nc1cccc(C2=NOC3(C2)C[C@@H](C(N)=O)N(C(=O)C(c2ccccc2)c2ccccc2)C3)c1 (some centres undefined) | -41 | ·
O=c1c2ccccc2c(-c2ccccc2)nn1Cc1c(Cl)cccc1Cl | -3 | ·
CCCc1cc(=O)oc2cc(C)c3c(C)coc3c12 | -28 | -59
CCN(CC)S(=O)(=O)c1cccc(-c2nnc(SCCOc3ccccc3C)o2)c1 | -19 | -11
COc1cc(O)c(C(C)=O)cc1OC | 6 | ·
CCOc1ccc(NC(=O)CSc2nnc(COc3c(C)cccc3C)o2)cc1 | 8 | 2
CCOC(=O)C1=C(C)N(C)C(=S)NC1c1ccccc1Cl (centres undefined) | -2 | ·
Cc1cccc2cc(CN(CC3CCCO3)C(=O)c3cnccn3)c(=O)[nH]c12 (centres undefined) | 3 | -4
CCSc1nsc(SCC)c1C(N)=O | -171 | 1
COC(=O)c1c(-n2cnnn2)sc(C)c1C | 6 | -3
O=C(CC1(O)C(=O)N(CCc2ccccc2)c2ccccc21)c1ccco1 (centres undefined) | -3 | -5

Another view of part of the listing above.
smiles	RmlCD inh mix	RT RNaseH block
CS(=O)(=O)N(CC(=O)NCc1ccc2c(c1)OCO2)c1ccccc1	-13	-4
O=C(N/N=C1\CCCc2ccccc21)c1ccc([N+](=O)[O-])cc1Cl	-20	·
Fc1ccc(CCNCc2ccc(Cl)c(Cl)c2)cc1	-13	·
CN(C)c1ccc(C2CC(=O)NC3=C2C(=O)CC(C)(C)C3)cc1 (centres undefined)	4	-7
COc1ccc(C(=N/O)/C(=N/O)c2ccc(OC)cc2)cc1	28	0
COc1cccc(CNC(=O)C2CCCN(S(C)(=O)=O)C2)c1 (centres undefined)	-6	3
COc1cccc(C(c2sc3ncnn3c2O)N2CCc3ccccc3C2)c1 (centres undefined)	6	6
c1ccc2sc(C3CCCNC3)nc2c1 (centres undefined)	3	3
O=C(CCCNS(=O)(=O)c1cccs1)N1CCc2ccccc2C1	1	-16
Nc1nc(C(=O)N2CCOCC2)nn1S(=O)(=O)c1ccc(Cl)cc1	-5	-18
CC(C)C(=O)Nc1ncc2c(n1)CC(c1cccs1)CC2=O (centres undefined)	45	·
Cc1cccc2nc(Cn3c(=O)n(CCC(=O)NCc4ccco4)c(=O)c4ccccc43)cc(=O)n12	·	-15
COc1ccc(C2(CNC(=O)c3ccc(Br)o3)CCOCC2)cc1	9	32
CCSc1nnc(-c2cccs2)o1	-1	-9
C/C=C/C(=O)Nc1cccc(C2=NOC3(C2)C[C@@H](C(N)=O)N(C(=O)C(c2ccccc2)c2ccccc2)C3)c1 (some centres undefined)	-41	·
O=c1c2ccccc2c(-c2ccccc2)nn1Cc1c(Cl)cccc1Cl	-3	·
CCCc1cc(=O)oc2cc(C)c3c(C)coc3c12	-28	-59
CCN(CC)S(=O)(=O)c1cccc(-c2nnc(SCCOc3ccccc3C)o2)c1	-19	-11
COc1cc(O)c(C(C)=O)cc1OC	6	·
CCOc1ccc(NC(=O)CSc2nnc(COc3c(C)cccc3C)o2)cc1	8	2
CCOC(=O)C1=C(C)N(C)C(=S)NC1c1ccccc1Cl (centres undefined)	-2	·

Carrying on:
SMILES | RmlCD inh mix | RT RNaseH block
C=CCOCCN1C(=O)C2C(c3ccccc3)C=CC(c3ccccc3)C2C1=O (centres undefined) | 9 | ·
c1ccc2cc(OCc3nc4ccccc4[nH]3)ccc2c1 | -1 | ·
CCOC(=O)C1CCN(C(=O)c2ccc(Cl)c(S(=O)(=O)N3CCOCC3)c2)CC1 | -13 | 6
COc1ccc(-c2cc(C(F)(F)F)nc(SCC(=O)Nc3cc(C)on3)n2)cc1OC | -3 | -8
CSc1ccccc1NC(=O)c1cccnc1 | 1 | 16
CCn1c(SCC(=O)Nc2nccs2)nnc1-c1ccc(S(=O)(=O)N2CCCCCC2)cc1 | 3 | ·
O=C(CCC1CCCCC1)Nc1ccc(S(=O)(=O)Nc2nccs2)cc1 | -10 | ·
O=C(NCC1CCCO1)c1ccc(S(=O)(=O)N2CCCCC2)cc1 (centres undefined) | 0 | -7
CC(C)OC(=O)/C(=C\c1ccc2c(c1)c1ccccc1n2C)NC(=O)c1ccccc1 | 11 | ·
COc1ccc(NC2=NCC(=O)N2c2ccccc2F)cc1 | -6 | ·
C[C@@H](C(=O)Nc1ccc2ccccc2c1)[C@@H]1C[C@@]1(C)[C@@H](N)c1ccccc1 | 3 | ·
CCOC(=O)Cc1nnc(NC(=O)COc2ccc(C)cc2)s1 | -9 | -3
CCc1ccc(NC(=O)C(CC)Sc2nc3cc4c(cc3c(=O)n2Cc2ccco2)OCO4)cc1 (centres undefined) | 13 | ·
Oc1cccc(C=NCc2ccccc2)c1O | -11 | 8
Cc1ccccc1NC(=O)CCN1CCN(Cc2ccccc2)CC1 | 4 | -1
Cc1oc2ccc(OCc3ccc(F)cc3)cc2c1C(=O)O | -8 | -1
CCC(=O)Nc1ccccc1Oc1ccccc1 | 2 | -18
CC1(C)CC(=O)C=C(N2CCN(C3=CC(=O)CC(C)(C)C3)CC2)C1 | · | 3
CCOC(=O)c1c(C)[nH]c(C)c1C(=O)CN1C(=O)NC(CC(C)C)C1=O (centres undefined) | 0 | -2
CS(=O)(=O)N(CC(=O)NCc1ccco1)c1ccccc1Cl | -5 | ·
Cc1ccc(C)c(OCC(O)CN2C(C)CCCC2C)c1 (centres undefined) | -15 | -7
Cc1cc(C)c(S(=O)(=O)c2ccccc2C)c(Cl)n1 | 5 | ·
CCOC(=O)N1CCN(C(=O)c2ccc3c(=O)n(Cc4ccc(Cl)cc4)c(=S)[nH]c3c2)CC1 | · | -13
Nc1nc(NCc2ccccc2)nc(Nc2cccc(F)c2)c1[N+](=O)[O-] | 1 | ·
C=CCN1C(=O)C(O)(CC(=O)c2ccco2)c2cc(Br)ccc21 (centres undefined) | 10 | ·

Later entries
SMILES | RmlCD inh mix | RT RNaseH block
COc1cccc(C2/C(=C(\O)c3ccc4c(c3)OCCO4)C(=O)C(=O)N2CCCN(C)C)c1OC (centres undefined) | · | -8
CCC(=O)N1CCc2cc(S(=O)(=O)CCC(=O)NCc3cccs3)ccc21 | -10 | -6
COc1cccc2cc(C(=O)N3CCN(C/C=C/c4ccccc4)CC3)c(=O)oc12 | -6 | -6
O=C1C2C3C=CC(C3)C2C(=O)N1CC1CCCO1 (centres undefined) | 6 | -5
CCN1C(=O)C(CC(=O)Nc2ccc(OC)cc2)N(Cc2cccnc2)C1=S (centres undefined) | -5 | ·
O=S(=O)(c1ccccc1)c1ccc(NCc2ccco2)cc1 | -5 | -82
CC1(C)Cc2nc3nc(SCC(=O)NCCc4ccccc4)n(-c4ccccc4)c(=O)c3cc2CO1 | 6 | ·
COc1ccc(N2CCN(/C(=N\S(=O)(=O)c3ccccc3)Nc3nc(C)cc(C)n3)CC2)cc1 | 4 | 6
CCOc1ccc(NC(=O)c2oc3ccccc3c2NC(=O)C2CC2)cc1 | · | 7
COc1ccc(C(=O)O/N=C(\C)c2ccccc2)cc1 | -12 | ·
N#C/C=C1\n2c(nc3ccccc32)OC12CCCCC2 | 10 | -13
Cn1cccc1C(=O)OCC(=O)Nc1ccc2c(c1)CCC2 | 8 | -3
Cc1cc(=O)oc2ccc(OCC(=O)O)cc12 | 15 | ·
O=C(NCCCN1CCOCC1)NC12CC3CC(CC(C3)C1)C2 | -13 | 10
Cc1nnc(SCC(=O)Nc2ncc3c(n2)CC(C)(C)CC3=O)s1 | -4 | ·
O=C(NC1CC1)C1CCCN1S(=O)(=O)c1ccc2ccccc2c1 (centres undefined) | 20 | -13
COc1ccc2c(c1)c(=O)oc1cc(OCC(=O)N3CCC(C)CC3)ccc12 | 62 | 15
COCCn1c(SCC(=O)c2ccccc2)nc2c(c1=O)SC(C)C2 (centres undefined) | -4 | -17
COc1ccccc1Nc1nc2ccccc2[nH]1 | -11 | -3
Cc1cc(C)c(C#N)c(SC2CCCCC2=O)n1 (centres undefined) | -9 | -11
O=S(=O)(CCc1nc2ccccc2s1)c1ccc2ccccc2c1 | -5 | ·
CCOC(=O)CN1C(=O)C(O)(CC(=O)c2ccco2)c2ccccc21 (centres undefined) | -8 | -7
CCOC(=O)N1CCN(c2c(NCCc3ccc(OCC)c(OCC)c3)c(=O)c2=O)CC1 | -15 | -13
CC1(C)Cc2nc(N3CCOCC3)c(C#N)cc2CO1 | -40 | -8
CCOc1ccc(C(=O)Nc2nnc(C)s2)cc1OCC | 4 | -6

Rewritten with each value named: entries from further up
CCN1C(=O)C(CC(=O)Nc2ccc(OC)cc2)N(Cc2cccnc2)C1=S (centres undefined)
  RmlCD inh mix: -5
  RT RNaseH block: ·
O=S(=O)(c1ccccc1)c1ccc(NCc2ccco2)cc1
  RmlCD inh mix: -5
  RT RNaseH block: -82

Following part
SMILES | RmlCD inh mix | RT RNaseH block
O=C(CN1C(=O)CCS(=O)(=O)c2ccccc21)NCc1ccccc1 | 0 | -4
Cc1ccc(S(=O)(=O)NCC(=O)N(CC(=O)NCC2CCCO2)C2CCCC2)cc1 (centres undefined) | -11 | -3
COC(=O)c1ccc(-c2ccco2)n1Cc1cccc(C)c1 | 4 | ·
CNC(=O)COC(=O)c1[nH]c(C)c(C(C)=O)c1C | 9 | ·
O=C(CC(c1ccccc1)c1ccccc1O)NCc1ccco1 (centres undefined) | -7 | ·
C/C(Cl)=C/Cn1c(SC(C)C)nc2c1c(=O)[nH]c(=O)n2C | 11 | 45
COc1ccc(C2C(C(C)=O)=C(Nc3ccccc3)CC(C)(O)C2C(C)=O)cc1OC (centres undefined) | -11 | ·
COc1ccc(S(=O)(=O)C(C#N)c2nc3ccccc3nc2N2CCCCC2)cc1 (centres undefined) | -1 | -2
O=P(c1cccs1)(c1cccs1)c1cccs1 | -9 | -58
CNc1nc(SCc2ccccc2)nc(N2CCOCC2)n1 | -10 | -36
CC1CCCC(n2c(=S)[nH]c3ccccc3c2=O)C1C (centres undefined) | 9 | ·
CCSc1nc2c(c(=O)[nH]c(=O)n2C)n1Cc1ccc(Cl)cc1 | -4 | -3

A portion of the library (hit frequency here may not be typical).
